NCI-60 one-dose screen, 48 h, at 10 µM unless noted. Numbers give growth in % (100 = growth as untreated, 0 = no growth, -100 = all killed).
HT29: HT29 colon cancer; hit rate 7.4% among 81,000
SF-295: SF-295 CNS cancer cells; hit rate 5.6% among 79,000
SF-539: SF-539 CNS cancer; hit rate 6.8% among 81,000; AID 1794752
SW-620: SW-620 colon cancer; AID 1794795; hit rate 5.2% among 82,000
HCC-2998: HCC-2998 colon cancer | hit rate 4.7% among 79,000 | AID 1794799
SF-268: SF-268 CNS cancer cells | hit rate 3.1% among 82,000 | AID 1794759
SNB-19: SNB-19 CNS cancer cells | hit rate 2.5% among 81,000
SNB-75: SNB-75 CNS cancer; hit rate 5% among 79,000
KM12: KM12 colon cancer cells; hit rate 5% among 82,000; AID 1794800
Starred values were filed as active, the others as inactive; . = not tested or not shown; & = joins results of further samples. How the source made its calls: active means growth percent below 10; inactive means the rest.

item	structure	HT29	SF-295	SF-539	SW-620	HCC-2998	SF-268	SNB-19	SNB-75	KM12
1	CC(C)CNCC(=O)Nc1ccc(-c2ccc(NC(=O)CNCC(C)C)cc2)cc1	58	102	94	116	100	94	103	103	90
2	O=C1CC2C(/C=N/NC(=O)c3ccncc3)C(C[C@@H]2Cl)O1 (some centres not stated)	84	99	104	94	106	105	98	93	105
3	COC(=O)CCC1=C(C)C2=NC1=CC1=NC(=CC3=NC(=Cc4[nH]c(/c(=C(/C)O)c4C)=C2)C(C(C)=O)=C3C)C(C)=C1CCC(=O)OC	107	104	98	103	104	99	97	91	104
4	COc1cc(-n2nc(C(=O)NCCCCC(=O)O)nc2-c2ccccc2)cc(OC)c1OC	77	95	103	104	89	101	103	81	103
5	CC(=O)NCc1c(C)c(C)c(CNC(C)=O)c(C)c1C	100	115	114	110	106	113	95	114	113
6	COc1ccc(-c2nc(N3CCN(C(=O)C4CCCCC4)CC3)c3c4c(sc3n2)CCCC4)cc1	-50*	-82*	-1.7*	-1.7*	53	20	70	-66*	-46*
7	Clc1ccc(C2N(Cc3ccccc3)CCC3CCCCN32)cc1Cl (configuration not stated)	106	102	98	104	110	104	96	82	107
8	O=C(Nc1ccccc1)N1CCN(c2ccccc2)CC1	108	105	95	102	70	96	94	89	105
9	C=C(CN1CCc2c([nH]c3ccccc23)C1)c1ccc(C(=O)Nc2noc3ccccc23)cc1	89	132	70	98	.	104	115	99	97
10	Cc1[nH]nc2ccc(-c3nc4cnc(N5CCN(C)CC5)cn4c3Nc3cccc(Br)c3)cc12	23	91	80	67	87	89	90	63	78
11	CCCc1[nH]c(=O)c(C#N)c(COC)c1[N+](=O)[O-]	105	100	94	101	97	95	106	87	96
12	COc1ccc(C)cc1NS(=O)(=O)c1ccccc1	99	.	94	108	107	111	108	95	110

Filtered by structure, the compounds so far containing an aryl methoxy group (3)
item	structure	HT29	SF-295	SF-539	SW-620	HCC-2998	SF-268	SNB-19	SNB-75	KM12
4	COc1cc(-n2nc(C(=O)NCCCCC(=O)O)nc2-c2ccccc2)cc(OC)c1OC	77	95	103	104	89	101	103	81	103
6	COc1ccc(-c2nc(N3CCN(C(=O)C4CCCCC4)CC3)c3c4c(sc3n2)CCCC4)cc1	-50*	-82*	-1.7*	-1.7*	53	20	70	-66*	-46*
12	COc1ccc(C)cc1NS(=O)(=O)c1ccccc1	99	.	94	108	107	111	108	95	110

(list continues)
item	structure	HT29	SF-295	SF-539	SW-620	HCC-2998	SF-268	SNB-19	SNB-75	KM12
13	C#C[C@@H]1CC2Cc3ccc(Cl)c(C)c3N1O2 (some centres not stated)	.	102	101	103	107	108	103	93	106
14	Cc1ccccc1C(=O)Oc1ccc(Cl)cc1Cl	92	100	94	100	94	100	106	82	100
15	CC1C(=O)CC2C3(C)CCC2(C(C)C(=O)O)C(=O)C13 (configuration not stated)	103	88	106	105	113	99	105	108	101
16	C=C1CCC2C(C)(CO)C(O)CCC2(C)C1CC(NC1CCCC1)C1=CCOC1=O (configuration not stated)	110	107	97	105	103	100	95	.	106
17	O=C1CCC2(CCCC2)c2ccccc21	102	95	103	101	114	107	111	93	109
18	Cc1cccc2c1CCCC2=O	101	94	115	107	103	117	105	102	114
19	C/C(=N\O)c1ccc(NC(=O)CSc2nc3c([nH]2)c(=O)n(C)c(=O)n3C)cc1	109	101	104	101	100	101	101	101	109
20	O=C(O)c1cccc(N2C(=O)/C(=C\c3ccc(-c4ccc(Cl)cc4)o3)SC2=S)c1	107	101	93	106	104	99	99	85	101
21	O=C(CNn1c(COc2ccccc2)nc2ccccc2c1=O)Nc1ccccc1	95	103	98	99	113	97	100	38	94
22	C/C=C/C/C=C/[C@H](C)C[C@H](O)[C@@H]1C[C@@H]2O[C@H]2/C=C/[C@@H]2OC(C)(C)O[C@H]2/C=C/C[C@H](C)CC(=O)O1	28	29	71	57	72	47	62	36	32
23	Nc1cccc2c(O)cc(S(=O)(=O)O)cc12	107&108	107&114	100&105	102&104	118	96&101	105&96	80&93	97&107
24	CN1CCN(CCNc2nccc(-c3c(-c4ccc(F)c(O)c4)nc4sccn34)n2)S1(=O)=O	32	79	87	92	96	57	88	90	62
25	CCOc1cc(C2SCC(=O)N2n2cnnc2)ccc1O (configuration not stated)	105	102	108	98	107	96	105	83	96
26	COC(=O)CCC/C=C\C[C@H]1C=CC(=O)/C1=C/C[C@@H](O)C/C=C\CC(F)(F)F	-43*	-1.2*	18	-36*	-69*	18	34	68	-32*
27	CCN1CCN(C2=Nn3c(nnc3-c3cc(C(F)(F)F)cc(C(F)(F)F)c3)SC2)CC1	93	94	107	107	.	110	107	117	109
28	NC(=O)CNC(=O)c1ccccc1	100	105	111	99	107	105	103	87	107
29	CC12CCCCC1C(C(N)=O)C(=O)O2 (configuration not stated)	112	109	112	104	100	.	100	96	.
30	Fc1ccc(-c2nc3ncccn3c2-c2nc3ccccc3[nH]2)cc1	88	.	97	97	103	115	106	86	88
31	NC(=O)NC(=O)c1ccccc1	.	114	103	98	87	106	107	92	96
32	O=C1CCCc2ccc3ccccc3c21	99	98	105	107	116	99	106	107	102
33	Cc1cc(NC(=O)COc2ccc(/C=C3/SC(=O)NC3=O)cc2)no1	109	116	.	105	104	89	86	88	105
34	CC(=O)OC(C)(C)[C@@H]1CC[C@H](C)C2=C(C1)[C@@H](C)CC2	89	97	101	109	107	96	103	90	100
35	CCC1=CC2CN(C1)Cc1c([nH]c3ccccc13)[C@@](C(=O)OC)(c1cc3c(cc1OC)N(C)[C@H]1[C@@](O)(C(=O)OC)[C@H](OC(C)=O)[C@]4(CC)C=CCN5CC[C@]31[C@@H]54)C2 (some centres not stated)	2.5*	15	6.5*	29	-36*	17	54	-5.7*	0.3*
36	S=C(NC1CCCCC1)NC1CCCCC1	109	111	105	103	100	113	.	96	112

Reprinted from the part before: 5 compounds; new compounds follow.
item	structure	HT29	SF-295	SF-539	SW-620	HCC-2998	SF-268	SNB-19	SNB-75	KM12
32	O=C1CCCc2ccc3ccccc3c21	99	98	105	107	116	99	106	107	102
33	Cc1cc(NC(=O)COc2ccc(/C=C3/SC(=O)NC3=O)cc2)no1	109	116	.	105	104	89	86	88	105
34	CC(=O)OC(C)(C)[C@@H]1CC[C@H](C)C2=C(C1)[C@@H](C)CC2	89	97	101	109	107	96	103	90	100
35	CCC1=CC2CN(C1)Cc1c([nH]c3ccccc13)[C@@](C(=O)OC)(c1cc3c(cc1OC)N(C)[C@H]1[C@@](O)(C(=O)OC)[C@H](OC(C)=O)[C@]4(CC)C=CCN5CC[C@]31[C@@H]54)C2 (some centres not stated)	2.5*	15	6.5*	29	-36*	17	54	-5.7*	0.3*
36	S=C(NC1CCCCC1)NC1CCCCC1	109	111	105	103	100	113	.	96	112
37	O=C1c2ccccc2C(=O)N1c1ccccc1[N+](=O)[O-]	.	105	111	111	94	108	114	98	106
38	CCCCCCCCCCCCCCCC(=O)Oc1ccc(/C(CC)=C(/CC)c2ccc(OC(=O)CCCCCCCCCCCCCCC)cc2)cc1	99	110	104	106	103	109	108	89	110
39	O=c1c2cccc3c(Nc4ccccn4)ccc(c32)c2nc3ccccc3n12	65	.	86	77	69	87	90	79	75
40	CCS(=O)(=O)Oc1ccc(NC(=O)C23CC4CC(CC(C4)C2)C3)cc1	62	79	110	111	87	103	106	118	80
41	Cc1ccc(NC(=O)CSc2nc3ccccc3nc2C)cc1	101	77	88	101	116	104	95	81	100
42	CCCCOc1nc2c(C)cccc2cc1/C=C/c1cc(/C=C/c2cc3cccc(C)c3nc2OCCCC)n(-c2ccccc2)n1	88	103	108	105	105	103	108	93	101
43	O=C(C[n+]1cccc2c3ccccc3ccc21)c1ccc(Br)cc1	50	68	84	77	83	82	89	70	88
44	O=C(O)c1ccc(-n2cc(/C=N/Nc3ccc(Cl)cc3Cl)c(-c3ccccc3)n2)cc1	95	75	82	96	101	82	101	88	83
45	Fc1ccc(-c2nc(CSc3nc4ccccc4s3)no2)cc1	96	96	96	102	97	96	101	100	97
46	O=c1oc(-c2ccc(Cl)cc2Cl)nc2cc(Cl)ccc12	105	88	99	98	96	100	99	79	97
47	N#C/C(=C\NC(=S)Nc1ccccc1Cl)C(=O)c1ccc2ccccc2c1	100	110	102	106	109	97	98	92	99
48	O=C1c2ccccc2N2C(=O)CSC2=C2CCCN12	91	96	94	103	101	102	91	85	104

Exported in transposed form: 4 of the compounds above
43	O=C(C[n+]1cccc2c3ccccc3ccc21)c1ccc(Br)cc1
37	O=C1c2ccccc2C(=O)N1c1ccccc1[N+](=O)[O-]
41	Cc1ccc(NC(=O)CSc2nc3ccccc3nc2C)cc1
42	CCCCOc1nc2c(C)cccc2cc1/C=C/c1cc(/C=C/c2cc3cccc(C)c3nc2OCCCC)n(-c2ccccc2)n1

Assay by compound	43	37	41	42
HT29	50	.	101	88
SF-295	68	105	77	103
SF-539	84	111	88	108
SW-620	77	111	101	105
HCC-2998	83	94	116	105
SF-268	82	108	104	103
SNB-19	89	114	95	108
SNB-75	70	98	81	93
KM12	88	106	100	101

Additional results.
item	structure	HT29	SF-295	SF-539	SW-620	HCC-2998	SF-268	SNB-19	SNB-75	KM12
49	COc1ccc2c(c1)N(CCO)C1=C(C(=O)OC1)C2c1cccc(Br)c1 (configuration not stated)	-9.4*	-19*	-7.0*	23	.	25	35	29	-31*
50	O=S(=O)(Nc1ccc(O)cc1)c1ccccc1	97	93	107	95	.	100	93	93	102
51	CC/C(=C(\c1ccc(OCCN2CCCCC2)cc1)c1ccc(OC(=O)Cc2ccccc2)cc1)c1ccc(OC)cc1	90	100	98	96	100	101	96	89	102
52	COc1cc(-c2nc(SC(C)C)nc(Nc3ccc(S(N)(=O)=O)cc3)c2C#N)cc(OC)c1OC	87	98	96	101	116	104	105	72	93
53	CC(C)OCCCNCC(=O)Nc1ccc(S(=O)(=O)c2ccc(NC(=O)CNCCCOC(C)C)cc2)cc1	27	.	79	88	74	106	103	85	100
54	CCC(C)(C)c1ccc(OCCO)cc1	101	103	99	101	99	103	102	111	102
55	CC1=C/C(=C(\c2cc(C)c(O)c(Br)c2)c2ccccc2S(=O)(=O)O)C=C(Br)C1=O	124	97	100	101	109	99	99	87	110
56	CCOc1nc2c(N)ncnc2n1CC1CCOC1 (configuration not stated)	101	100	105	112	114	109	103	123	108
57	O=C(OCc1ccc2c(Cl)cc(Cl)c(O)c2n1)N1CCNCC1	81	24	52	26	60	35	37	48	31
58	O=[N+]([O-])c1cccc2nsnc12	105	.	108	104	111	101	98	97	104
59	CC(=O)/C(=C/n1c(=S)[nH]c2ccccc21)C(=O)Nc1ccc([N+](=O)[O-])cc1	105	103	100	107	105	96	107	81	91
60	CC(C)[C@@H]1C=C2CC[C@H]3[C@](C)(CN)CCC[C@]3(C)[C@H]2CC1	-34*	55	102	-66*	-40*	43	104	65	38
61	CN(C)CCC(c1ccc(Br)cc1)c1ccccn1 (configuration not stated)	91	95	115	108	105	118	101	108	110
62	CCOC(=O)c1cc(C(=O)c2ccc(Br)cc2)n2ccncc12	99	103	104	96	110	95	101	99	102
63	Cc1[nH]c(C2CC(c3ccccc3)=NN2c2ccccc2)c(C)c1C(=O)NCC(F)(F)F (configuration not stated)	108	97	102	102	112	92	96	92	101
64	CC(CN1CC2CCC(C1)O2)OC(=O)c1ccccc1 (configuration not stated)	106	91	99	100	118	102	99	91	94
65	CC(C)=CC(=O)N(C(C)C)C(C)C	99	104	107	102	102	107	107	108	110
66	CCCCOc1nc2ccc(Cl)cc2cc1-c1cc(-c2ccc(Cl)cc2)nc(-c2ccc(Cl)cc2)c1	103	103	104	97	114	95	99	93	103
67	COc1ccc(/C=N\NC(=O)N/N=C/c2ccc(OC)c(S(=O)(=O)O)c2)cc1S(=O)(=O)O	109	114	105	111	112	100	105	88	106
68	C[C@]1(CO)O[C@@H](n2cc(F)c(N)nc2=O)[C@H](O)[C@@H]1OCc1ccccc1	99	97	92	110	99	96	97	94	105
69	CC1(C)Oc2cc3oc(=O)ccc3cc2C[C@@H]1OCCn1ccnc1	105	98	102	101	105	98	97	89	108
70	CCCc1nc2nc3c(c(C)nn3-c3ccccc3)c(-c3ccc(Cl)cc3)c2c(=O)[nH]1	100	95	106	108	107	95	106	85	107
71	COc1cccc(-c2nn(-c3ccccc3)cc2-c2ccnc(NCCCNS(=O)(=O)c3ccc(C)cc3)c2)c1	18	31	77	74	59	60	53	101	52

Screens (PubChem)
